SRC1 TRFRET art: flags TR-FRET format artefacts in PPARgamma SRC-1 recruitment agonist screen; TR-FRET ratio at 8 µM; TR-FRET detection artefact counter-screen, emission ratio; stronger effect = higher value; 0.34% of 99,000 active; AID 1051; in the data active means TR-FRET ratio above about 2300; further: inactives centre near 1800; reference of the scale not given here
SRC3 TRFRET art: counter-screen for PPARgamma SRC-3 recruitment agonists: TR-FRET artefact; 0.39% of 99,000 active; PPARgamma/SRC-3 format; stronger effect = higher value; TR-FRET ratio at 8 µM; in the data active means TR-FRET ratio above about 2000; further: inactives centre near 1600; reference of the scale not given here
* hit, by the source's call; & = joins results of further samples.

SMILES | SRC1 TRFRET art | SRC3 TRFRET art
CC(C)(CO)CNC(=O)CC1C(=O)NCCN1CC(c1ccccc1)c1ccccc1 (stereo unspecified) | 2070 | 1757
O=C(CNCc1cccs1)Nc1ccc(S(=O)(=O)N2CCCCC2)cc1 | 1745 | 1659
COc1ccc(-c2csc(NC(=O)CSc3ncn[nH]3)n2)cc1OC | 1696 | 1646
O=c1c(Cc2ccc(F)cc2)c(O)ccn1Cc1ccc(F)cc1 | 1862 | 1662
CCOC(=O)c1ccc(NC(=O)c2ccccc2[N+](=O)[O-])cc1 | 1636 | 1362
Cc1ccc(S(=O)(=O)NCCC(=O)NCc2ccco2)cc1 | 1441 | 1571
CSc1ccccc1NC(=O)COC(=O)Cc1cccs1 | 1596 | 1549
C/C(=N\N1CCN(Cc2ccc(C)cc2)CC1)c1ccco1 | 1632 | 1629
CN(C)c1ccc(N=Nc2ccccc2C(=O)OCC(=O)Nc2ccccc2C(F)(F)F)cc1 | 1802 | 1375
S=C(NCc1cccs1)NCC1CCCO1 (stereo unspecified) | 2017 | 1385
COc1ccc(NC(=S)NNc2ccc([N+](=O)[O-])cc2S(=O)(=O)Nc2ccc(C)cc2C)cc1 | 1778 | 1712
COc1ccccc1CN1C[C@@H]2C[C@@H](c3ccc(C)cc3)N3CCC[C@@]23C1=O | 1782 | 1784
COc1ccc(CCN(Cc2cc3cc(C)ccc3[nH]c2=O)C(=O)N2CCCC2)cc1OC | 2022 | 1597
Cc1cccc(NC(=O)c2cccc(C(F)(F)F)c2)c1 | 2000 | 1670
N/N=C1\CCCc2nonc21 | 1735 | 1611
CCOC(=O)Cc1csc(NC(=O)CN2C(=O)c3ccccc3S2(=O)=O)n1 | 2152 | 1557
COC(CN(C(=O)CCl)C(C(=O)NC1CCCCC1)c1ccccc1C)OC (stereo unspecified) | 1738 | 1512
COc1ccc(NC(=O)COC(=O)Cc2ccc(Br)cc2)cc1 | 1902 | 1578
COc1ccc(CCN=c2c([N+](=O)[O-])nn(-c3cccc(C)c3)n2O)cc1OC | 1722 | 1620
CCN(CC)C(=O)C(=O)c1cccn1-c1ccc(C#N)cc1 | 2110 | 1370

Full records, quoted from the list. Values in the order: SRC1 TRFRET art	SRC3 TRFRET art
COc1ccc(NC(=S)NNc2ccc([N+](=O)[O-])cc2S(=O)(=O)Nc2ccc(C)cc2C)cc1 in the list: 1778	1712
CCN(CC)C(=O)C(=O)c1cccn1-c1ccc(C#N)cc1 in the list: 2110	1370

Next part.
SMILES | SRC1 TRFRET art | SRC3 TRFRET art
CCOC(=O)c1nn(-c2cccc(C)c2)c2nnc(Cc3ccc(C)cc3)c(=O)n12 | 1949 | 1657
CCc1cc(-c2n[nH]c(C)c2-c2nc(C)cs2)c(O)cc1OC | 1486 | 1660
Cc1sc(N)nc1C12CC3CC(CC(C3)C1)C2 | 1791 | 1491
CCOC(=O)C1=C(C)NC2=C(C(=O)c3ccccc32)C1c1ccc(O)cc1 (stereo unspecified) | 1692 | 1896
C#CCOCCOCCOCCNc1nc(N2CCN(C(=O)[C@H](CCCCN)n3cc(CCCC)nn3)CC2)nc(N2CCN(C(=O)[C@H](Cc3ccc(O)cc3)n3cc(CCO)nn3)CC2)n1 | 1718 | 1483
Cc1ccc(C(=O)CN2C(=O)C(C)Oc3ccccc32)cc1 (stereo unspecified) | 1477 | 1499
COC(=O)C(Cc1c[nH]c2ccccc12)NC(=O)c1cc(-c2ccc(OC)c(OC)c2)oc1C (stereo unspecified) | 1830 | 1636
CCOc1ccccc1N1CCN(C(=O)c2cc(C)oc2C)CC1 | 1694 | 1902
N=C1C(c2nc3ccccc3[nH]2)=C(O)CN1NC(=O)c1c[nH]c2ccccc12 | 1745 | 1688
O=S(=O)(c1ccccc1)N1CCC2(CC1)OCCO2 | 1979 | 1482
O=C(NCc1n[nH]c(=S)n1-c1ccc(Cl)c(Cl)c1)c1ccc(S(=O)(=O)N2CCOCC2)cc1 | 1599 | 1467
COc1ccc(NC(=S)N(CCCN2CCCC2)Cc2ccco2)cc1 | 1851 | 1522
Cc1cc(NC(=O)c2cccc([N+](=O)[O-])c2)n(-c2ccccc2)n1 | 1966 | 1552
COc1cccc(-n2c(=O)c3c(C)c(C(=O)N(C)C)sc3n(CC(=O)NCCc3ccc(OC)c(OC)c3)c2=O)c1 | 1899 | 1727
Cc1ccccc1NC(=O)C(NC1CCCCC1)C(C)C (stereo unspecified) | 1786 | 1502
Cc1ccccc1OC1=NS(=O)(=O)c2ccccc21 | 1850 | 1856
CN1CCN(C2=CC3=CC(=C(C#N)C#N)CCC3CC2)CC1 (stereo unspecified) | 2165 | 1820
O=C(CSc1nnc(-c2ccccc2Cl)o1)N1CCCCC1 | 1989 | 1883
COC(=O)C1=C(C)N(c2ccc(Cl)cc2)/C(=C/c2ccc(O)cc2)C1=O | 1667 | 1729
CCCc1c(OCCCCc2nn[nH]n2)ccc(C(C)=O)c1O | 1724&1756 | 1544&1679
Cc1nc(N)sc1C(=O)N/N=C/c1cccnc1 | 1541 | 1723
Cc1ccc(NC(=O)CNCc2ccccc2)c(Br)c1 | 1714 | 1568
O=C(Cc1ccccc1)NCC(=O)OCC(=O)c1ccccc1Cl | 1954 | 1788
CC(=O)c1ccc(Nc2c3c(c(C#N)c4nc5ccccc5n24)CCC3)cc1 | 1678 | 1349
Fc1c(F)c(F)c(N=Cc2ccc3ncccc3c2)c(F)c1F | 1787 | 1600
CC(C)NC(=O)COc1ccccc1C#N | 1733 | 1454
CC(C)N(Cc1ccccc1)CC(O)COc1ccc(S(=O)(=O)N2CCOCC2)cc1Cl (stereo unspecified) | 1907 | 1570
Cc1ccc(N(CC(=O)NC(C)(C)C)C(=O)CNC(=O)c2cccs2)cc1 | 1788 | 1418
O=C(COC(=O)C1CC(O)CN1S(=O)(=O)c1ccc(Cl)cc1)c1ccccc1 (stereo unspecified) | 1863 | 1531
CN=C1S/C(=C\c2ccc(N3CCOCC3)cc2C)C(=O)N1C | 1601 | 1461
O=c1c2c(-c3ccc(Cl)cc3)csc2ncn1/N=C/c1cccc([N+](=O)[O-])c1O | 1740 | 1624
COc1ccc(C(=O)C2CCCN(C3Cc4ccccc4C3)C2)cc1OC (stereo unspecified) | 1720 | 1476
COC(=O)/C=C/c1oc2ccccc2c1C | 1905 | 1359
N#C/C(=C\c1cn(CC(=O)N2CCCC2)c2ccccc12)C(=O)NCc1ccc2c(c1)OCO2 | 1896 | 1641
Cc1ccc(CNC(=O)c2cc3c(s2)CN(Cc2ccccc2)C3)cc1 | 1615 | 1422
Cc1oc(-c2cccc3ccccc23)nc1CN1CCN(c2ncnc3ccccc23)CC1 | 1584 | 1548
Cc1nonc1C1CCCN1Cc1cn[nH]c1-c1ccc2c(c1)OCO2 (stereo unspecified) | 1701 | 1472
O=C(NC(=S)N1CCCc2ccccc21)c1ccco1 | 1676 | 1449
COC(=O)c1cc(C(=O)CC(C)C)c[nH]1 | 1741 | 1645
O=C(CSc1nnc2ccc(-c3ccccc3)nn12)NCC1CCCO1 (stereo unspecified) | 1617 | 1529

Some of the entries so far, with two lines to a compound.
Sequence of screens: SRC1 TRFRET art, SRC3 TRFRET art
> CC(C)NC(=O)COc1ccccc1C#N
    1733, 1454
> CC(C)N(Cc1ccccc1)CC(O)COc1ccc(S(=O)(=O)N2CCOCC2)cc1Cl (stereo unspecified)
    1907, 1570
> Cc1ccc(N(CC(=O)NC(C)(C)C)C(=O)CNC(=O)c2cccs2)cc1
    1788, 1418
> O=C(COC(=O)C1CC(O)CN1S(=O)(=O)c1ccc(Cl)cc1)c1ccccc1 (stereo unspecified)
    1863, 1531
> CN=C1S/C(=C\c2ccc(N3CCOCC3)cc2C)C(=O)N1C
    1601, 1461
> O=c1c2c(-c3ccc(Cl)cc3)csc2ncn1/N=C/c1cccc([N+](=O)[O-])c1O
    1740, 1624
> COc1ccc(C(=O)C2CCCN(C3Cc4ccccc4C3)C2)cc1OC (stereo unspecified)
    1720, 1476
> COC(=O)/C=C/c1oc2ccccc2c1C
    1905, 1359
> N#C/C(=C\c1cn(CC(=O)N2CCCC2)c2ccccc12)C(=O)NCc1ccc2c(c1)OCO2
    1896, 1641
> Cc1ccc(CNC(=O)c2cc3c(s2)CN(Cc2ccccc2)C3)cc1
    1615, 1422
> Cc1oc(-c2cccc3ccccc23)nc1CN1CCN(c2ncnc3ccccc23)CC1
    1584, 1548
> Cc1nonc1C1CCCN1Cc1cn[nH]c1-c1ccc2c(c1)OCO2 (stereo unspecified)
    1701, 1472
> O=C(NC(=S)N1CCCc2ccccc21)c1ccco1
    1676, 1449
> COC(=O)c1cc(C(=O)CC(C)C)c[nH]1
    1741, 1645
> O=C(CSc1nnc2ccc(-c3ccccc3)nn12)NCC1CCCO1 (stereo unspecified)
    1617, 1529

(cont.)
SMILES | SRC1 TRFRET art | SRC3 TRFRET art
O=C(COC(=O)c1ccc2c(=O)n3c(nc2c1)CCC3)NC1CCS(=O)(=O)C1 (stereo unspecified) | 2001 | 1648
CC(C)C(NC(=O)C12CC3CC(CC(C3)C1)C2)C(=O)N/N=C/C1=C(N2CCOCC2)C(=C\c2ccc([N+](=O)[O-])cc2)/CC1 (stereo unspecified) | 1823 | 1538
c1nc(N2CCCCC2)c2[nH]cnc2n1 | 2011 | 1617
Cc1ccc(S(=O)(=O)NN2C(=O)c3ccccc3NC2c2ccco2)cc1 (stereo unspecified) | 1586 | 1586
CS(=O)(=O)N1CCN(c2ccc(NC(=O)c3ccc([N+](=O)[O-])o3)cc2)CC1 | 2029 | 1743
COc1ccc(NC(=S)N(CCCN2CCC(C)CC2)Cc2cccs2)cc1 | 1966 | 1580
CC(C)CC(NC(=O)OC(C)(C)C)c1cn([C@@H](CCC(=O)OC(C)(C)C)C(=O)N2CCN(C(=O)OC(C)(C)C)CC2)nn1 (stereo partly specified) | 1581 | 1512
Cc1ccc(C)c(-c2[nH]ncc2CN2CCCC(CO)(Cc3ccccc3C)C2)c1 (stereo unspecified) | 1689 | 1682
CC(C)N(Cc1ccccc1)C(=O)/C=C/c1ccccc1[N+](=O)[O-] | 1690 | 1604
O=C(c1ccc(Cl)cc1)c1nnc(-c2ccncc2)o1 | 1930 | 1608
O=C(N/N=C/c1cn(Cc2ccccc2)c2ccccc12)c1ccncc1 | 1894 | 1562
O=C(NCCCn1ccnc1)c1cc(-c2ccc(Br)cc2)on1 | 1633 | 1540
O=C(/C=C/c1cc([N+](=O)[O-])ccc1OC(F)F)Nc1cccc(OC(F)F)c1 | 1811 | 1571
O=C(NCc1ccco1)/C(=C\c1ccco1)NC(=O)c1cccs1 | 1886 | 1914
COc1coc(/C=C/C(=O)O)cc1=O | 1784 | 1457
CCN(c1ccccc1)S(=O)(=O)c1ccc(C(=O)Nc2nnc(CSC)o2)cc1 | 1842 | 1709
CCc1nnc(NC(=O)CSc2n[nH]c(-c3ccccc3O)n2)s1 | 1608 | 1507
CCc1ccc2c(c1)C(c1ccc([N+](=O)[O-])cc1)=NNC(c1ccccc1)=N2 | 1820 | 1574
CCOC(=O)N1CCN(C(=O)Nc2ccc3nc(-c4ccccn4)c(-c4ccccn4)nc3c2)CC1 | 1779 | 1700
N/C(Cc1ccc(Cl)cc1Cl)=N\OC(=O)Cc1ccc(Cl)cc1 | 1766 | 1390
COc1ccc(NC(=S)Nc2ccc(OC(F)F)cc2)cn1 | 1853 | 1599
CCCCNC(=O)CCCCCNS(=O)(=O)c1ccc(Br)cc1 | 1772 | 1432
O=C(NCCc1c[nH]c2ccccc12)/C(=C/c1cccnc1)NC(=O)c1ccccc1 | 1979 | 1667
Nc1ccc2c(c1)sc1ccccc12 | 2135 | 1745
CN(Cc1ccc(F)cc1)C(=O)CCc1nnc(-c2ccccc2)o1 | 1650 | 1352
Cc1c(NC(=O)/C=C/c2ccc(S(=O)(=O)N3CCOCC3)cc2)c(=O)n(-c2ccccc2)n1C | 1936 | 1495
C(=C\c1ccccc1)/CNCC1CCCO1 (stereo unspecified) | 2035 | 1482
COc1ccc(Cl)cc1NC(=S)N(CCN1CCOCC1)C1CCN(C(C)=O)CC1 | 1890 | 1474
O=c1ccc(/C=C/c2ccccc2)nn1Cc1ccc(F)cc1 | 1923 | 1618
CNC(=S)NNC(=O)c1sc2cc(C(F)(F)F)cnc2c1-c1ccccn1 | 1690 | 1693
CNC(=O)c1csc(-c2cccs2)n1 | 1808 | 1783
CC(C)NC(=O)C1CCN(C2CCN(C(=O)c3scc4c3CCCC4)CC2)CC1 | 1764 | 1690
COc1ccc(-c2nc(NC(C)=O)sc2-c2ccc(OC)cc2)cc1 | 1512 | 1634
CCOc1ccc(C(=O)NC2CCN(CC(=O)NCc3cccs3)CC2)cc1 | 1787 | 1606
CCOC(=O)CNC(=O)N1CCCC(CNS(=O)(=O)Cc2ccccc2)C1 (stereo unspecified) | 1893 | 1620
COc1ccc(C(=O)N2N=C(c3ccccc3)CC2(O)C(F)(F)F)cc1 (stereo unspecified) | 1938 | 1809
c1ccc(C2=Nc3cccnc3C(c3ccccc3)=NN2)cc1 | 1699 | 1638
O=C(Nc1ccc(N=Nc2ccccc2)c(NC(=O)C2CCCO2)c1)C1CCCO1 (stereo unspecified) | 1991 | 1684
Cc1ccccc1CSc1nnc(Cn2c(=O)sc3ccccc32)n1C | 1646 | 1540
O=[N+]([O-])c1ccc(CSc2nnc(SCc3ccc(Cl)cc3)s2)cc1 | 1876 | 1774
CCn1cc(Br)c(C(=O)NC(=S)Nc2ccc(C(=O)OC)cc2)n1 | 1896 | 1663
O=c1ccc(OCCOc2ccccc2)nn1-c1ccccc1 | 2048 | 1593
Cc1ccc(C(C(=O)NC(C)(C)C)N(Cc2ccc3c(c2)OCO3)C(=O)c2ccc(CN3CCOCC3)o2)o1 (stereo unspecified) | 1881 | 1621
C/C(CS(=O)(=O)c1ccccc1)=N\O | 1671 | 1493
CN1CCN(Cc2ccc(Sc3ccc(Cl)cc3)c([N+](=O)[O-])c2)CC1 | 1848 | 1656
O=C(O)Cn1nnnc1SCC(=O)Nc1ccccc1F | 1833 | 1400
CCN(CCn1cccn1)Cc1c(C(=O)N2CCCCCCC2)nc2ccc(Cl)cn12 | 1592 | 1634
C/C(CC(=O)Nc1ccc(F)cc1)=N\NC(=O)COc1ccccc1 | 1565 | 1537
CC(C)(CNC(=O)c1ccc(Cl)c(S(=O)(=O)N2CCc3ccccc3C2)c1)N1CCOCC1 | 1947 | 1666

Assay outcomes deposited in PubChem by The Scripps Research Institute Molecular Screening Center.

The order is random; any-hit rate near 0.65%.
